GPR55 activation: selective activators of receptor GPR55 – imaging, U2OS cells, beta-arrestin-GFP redistribution, primary screen (AID 1961). U2OS GPR55 beta-arrestin-GFP redistribution imaging; higher % means a stronger effect. activation, % at 10 µM, or EC50 in µM where a hit was titrated. hit rate 0.048% among 290,000;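 active means activation above 40% with more than 50 cells counted in the well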;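 further: U2OS osteosarcoma cells stably expressing GPR55 and beta-arrestin-GFP; plate controls were DMSO negative control for no effect and LPI positive control for full effect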
West Nile antiviral: West Nile virus antiviral activity, cell-based, CPE readout (AID 1621). West Nile virus-infected cells, CPE inhibition; higher % means a stronger effect. one-dose CPE inhibition, % at 10 µM; IC50 in µM for titrated hits. hit rate 0.02% among 290,000; in the data active means a potency from the dose series; further: strong numbers were not always called active
KOR beta-arrestin-1: kappa opioid receptor blockers – cell-based, luminescence, uHTS (AID 1778); KOR beta-arrestin recruitment, luminescence, antagonist mode; higher % means a stronger effect; hit rate 0.091% among 290,000; inhibition, % at 10 µM, or IC50 in µM where a hit was titrated; in the data active means inhibition above about 50%; further: strong numbers were not always called active
T cell HTS: T cell immune modulators affecting CD8 T cell-vesicle binding | 2C CD8+ T cell-vesicle binding, flow cytometry; stronger effect = lower value | calls only at 7 µM | hit rate 0.068% among 330,000 | AID 2052;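 active means response, share of CD8 T cells binding vesicles, and their 90th percentile fluorescence all below set limits, cut at about 80% in these data, passing the limit was not always enough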
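Also added: QL9-peptide-loaded Drosophila micro-vesicles bearing Ld, ICAM-1 and B7-1; Test system: purified 2C TCR transgenic mouse naive CD8+ T cells; Measured by: cytometric PE anti-B7-1 and Alexa647 anti-CD8 signals after 1% paraformaldehyde fixation; Timing: binding step 1.5 h, 37 °C, antibody labelling 20 min, ice.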
GPR35 antagonists: inhibition of zaprinast-stimulated GPR35 beta-arrestin translocation – imaging, U2OS, beta-arrestin-GFP, zaprinast agonist, primary screen (AID 2058). U2OS GPR35 beta-arrestin-GFP translocation imaging, zaprinast antagonism; higher % means a stronger effect. hit rate 0.052% among 290,000. one-dose inhibition, % at 10 µM; IC50 in µM for titrated hits;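 active means inhibition of at least 50% with at least 30 cells and total cytoplasm GFP at most 10,000,000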
Salmonella PhoP GFP: PhoP-dependent GFP reporter repression – Salmonella Typhimurium, primary screen (AID 1863) | S. Typhimurium PhoP-regulated promoter GFP reporter, 4 h; higher % means a stronger effect | hit rate 0.16% among 300,000 | inhibition, % at 50 µM, or IC50 in µM where a hit was titrated;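 active means inhibition over 29.93%, a cutoff 3 SD above the screen mean, later confirmed by dose response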;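 further: 0% = low Mg2+ inducing control and 100% = high Mg2+ repressing control; strong numbers were not always called active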
KOR beta-arrestin-2: KOR agonists, beta-arrestin recruitment, primary screen, cell-based, luminescence, uHTS (AID 1777); hit rate 0.02% among 280,000; activation, % at 10 µM, or EC50 in µM where a hit was titrated; KOR beta-arrestin recruitment, luminescence; higher % means a stronger effect; in the data active means activation above about 50%, passing the limit was not always enough; further: a part of the inactive calls stands beside numbers as strong as those of hits
NTR1 ag: agonists of NTR1, primary screen, imaging, U2OS cells, beta-arrestin-GFP, high content (AID 493036); NTR1-U2OS beta-arrestin-GFP spot imaging, agonist mode; activation, % at 20 µM; hit rate 0.17% among 330,000;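 active means activation at or above 40% of the spot to cytoplasm intensity ratio, with at least 20 cells analyzed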;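 further: 0% = DMSO without peptide and 100% = 100 nM NTR1 peptide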
Target sequence (P30989 whole entry, looked up): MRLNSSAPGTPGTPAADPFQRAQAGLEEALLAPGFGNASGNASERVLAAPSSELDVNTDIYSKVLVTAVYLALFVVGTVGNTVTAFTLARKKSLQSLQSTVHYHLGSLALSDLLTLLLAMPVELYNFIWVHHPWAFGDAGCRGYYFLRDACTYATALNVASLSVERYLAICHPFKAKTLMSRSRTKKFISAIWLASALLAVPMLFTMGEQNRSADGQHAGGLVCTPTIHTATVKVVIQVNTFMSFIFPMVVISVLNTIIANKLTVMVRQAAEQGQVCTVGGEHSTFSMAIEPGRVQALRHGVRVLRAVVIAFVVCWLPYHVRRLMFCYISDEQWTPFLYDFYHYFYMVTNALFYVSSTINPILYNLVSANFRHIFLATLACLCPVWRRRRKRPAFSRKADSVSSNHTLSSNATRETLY
GPR55 antagonists: GPR55 antagonists blocking LPI-driven arrestin recruitment, primary screen, imaging, U2OS, beta-arrestin-GFP, LPI agonist (AID 2013). U2OS GPR55 beta-arrestin-GFP translocation imaging, LPI antagonism; higher % means a stronger effect. inhibition, % at 10 µM; hits with a dose series show IC50 in µM. hit rate 0.13% among 290,000;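 active means spots per cell inhibited over 60%, with over 100 cells counted and total cytoplasm intensity under 500,000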;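 further: U2OS cells stably carrying GPR55 and arrestin-GFP stimulated by 5 µM LPI near EC80; imaged beta-arrestin-GFP aggregate spots per cell after agonist stimulation; plate controls were LPI-stimulated DMSO wells for no effect and DMSO wells without LPI for full effect; some results filed as inactive read as strong as hits; confirmed hits need IC50 under 10 µM and bright autofluorescent wells are also inconclusive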
T cell HTS vesicle-bound %: second read-out of T cell HTS, no call of its own (marks repeat the call); double positive events, %; measured here: CD8+ vesicle-bound cell fraction;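 binding gate set so that unloaded-vesicle control wells show 10% double positive cells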
NTR1 ag cell count 20 µM: second read-out of NTR1 ag, no call of its own (marks repeat the call); cell count; measured here: cell count, cytotoxicity flag
Starred values were filed as active, the others as inactive; i = inactive; / = not tested or not shown; [ ] = dose if it differs, or a comment.

SMILES | GPR55 activation | West Nile antiviral | KOR beta-arrestin-1 | T cell HTS | T cell HTS vesicle-bound % | GPR35 antagonists | Salmonella PhoP GFP | KOR beta-arrestin-2 | NTR1 ag | NTR1 ag cell count 20 µM | GPR55 antagonists
CCOC(=O)C1CCCN(Cc2nc(N)nc(Nc3ccccc3OC)n2)C1 (centres undefined) | 0.6% | -0.2% | -3% | i | 50 | -9% | 14% | -0.5% | -3.5 | 63 | -2%
CCCSC1=C(C#N)C(c2ccc(Cl)cc2Cl)CC(=O)N1 (centres undefined) | -0.1% | -0.7% | -19% | i | 46 | 16% | 12% | -3.4% | 8.3 | 58 | 8%
O=C1CCN(Cc2ccc(O)cc2)CCN1[C@H](CO)c1ccccc1 | 0.0% | -0.6% | -39%[20 µM] | i | 18 | 11% | -3% | -1.5% | 0.8 | 52 | -5%
C#Cc1ccc([C@@H]2C=C(C(=O)O)O[C@H](OCCCCO)C2)cc1 | 0.1% | -0.1% | -14% | i | 32 | -4% | -1% | 0.2% | 2.6 | 64 | 8%
CCC(=O)Nc1cccc(-c2nc3ccccc3o2)c1 | 1.5% | 0.2% | -15% | i | 15 | 8% | -8% | -2.0% | -4.9 | 87 | 5%
O=C1CC(c2ccc(F)cc2)Sc2ccccc2N1 (centres undefined) | -0.2% | -0.4% | -21% | i | 59 | 0% | -2% | 3.5% | 0.2 | 76 | -6%
CC(C(=O)NC1CCCCCC1)c1ccc([N+](=O)[O-])cc1 (centres undefined) | -0.2% | -0.3% | -15%[20 µM] | i | 50 | 6% | -5% | -1.7% | 0.9 | 55 | 2%
O=C(CCNc1cccc(Cl)c1)c1ccco1 | -0.2% | / | 24% | i | 10 | 4% | 9% | 0.4% | -0.1 | 74 | -5%
O=C(O)c1ccc2nc(-c3ccccc3)c(-c3ccccc3)nc2c1 | 0.1% | -0.3% | 1% | i | 36 | 21% | 10% | 12% | 0.9 | 47 | -10%
CCCC(C)NC(=O)c1ccccc1SC (centres undefined) | 0.5% | -0.6% | -52%[20 µM] | i | 31 | -8% | -1% | -0.2% | 0.1 | 59 | -3%
Cc1c(O)ccc(C(=O)CN2CCN(c3ccccc3)CC2)c1O | 0.2% | -0.5% | -18% | i | 26 | 0% | -5% | -2.1% | 0.3 | 61 | 10%
CCCCOC(=O)Nc1cccc(C(C)=O)c1 | 0.3% | 0.3% | 17% | i | 26 | -6% | 2% | -3.6% | 2.4 | 81 | 3%
N#CC1=C(N)OC2=C(CC/C2=C\c2ccccc2Cl)C1c1ccccc1Cl (centres undefined) | -0.3% | -0.8% | -16% | i | 53 | 10% | 15% | 3.1% | 5.6 | 74 | -19%
CC(Oc1cc2oc(=O)c3c(c2cc1Cl)CCC3)C(=O)NCCN1CCOCC1 (centres undefined) | -0.2% | -0.5% | -32% | i | 18 | 2% | -7% | -6.3% | 0.0 | 50 | 1%
COc1ccc(NC(=O)NN2CCN(C)CC2)cc1 | -0.1% | -0.3% | -15% | i | 59 | -4% | 0% | 4.4% | 0.2 | 47 | 12%
COc1ccc(NC(=O)CSc2nc(N)c3cc4c(nc3n2)CC(C)(C)OC4)cc1 | -0.1% | 0.2% | 0% | i | 18 | -14% | -7% | -1.1% | 0.8 | 53 | -4%
CCOC(=O)c1ccc(N2C(=O)C=C(N3CCOCC3)C2=O)cc1 | 0.0% | -0.4% | 9% | i | 39 | -5% | 1% | 18% | -1.9 | 79 | -1%
CCOc1ccc(-c2[nH]ncc2-c2ccc(Cl)cc2)c(O)c1 | 2.5% | 0.2% | 5% | i | 24 | -24% | 2% | 6.9% | 55* | 80* | 21%
Cc1ccc(C(=O)N(CC(=O)Nc2ccc(Cl)c(Cl)c2)Cc2ccco2)cc1 | -0.1% | -0.4% | -25% | i | 31 | -9% | -1% | 12% | 11 | 32 | 10%
O=C(NCc1nc(-c2ccc(C(F)(F)F)cc2)no1)Nc1ccc(OC(F)(F)F)cc1 | 0.0% | -0.1% | -9% | i | 29 | 16% | -3% | 6.5% | 32 | 54 | 8%
COc1cccc(Nc2nnc(SCc3cc([N+](=O)[O-])cc4c3OCOC4)s2)c1 | -0.4% | -0.4% | 0% | i | 9 | 9% | 8% | -3.7% | 3.7 | 56 | 9%
CC(C)(C)N(Cc1ccccc1)C(=O)CCc1ccccc1 | -0.1% | -0.9% | -22%[20 µM] | i | 55 | 3% | 2% | 2.5% | 0.9 | 73 | -3%
CCOC(=O)c1nn2c(C(F)(F)F)cc(-c3ccc(OC)cc3)nc2c1Br | -0.2% | -0.4% | -61%[20 µM] | i | 58 | 6% | -6% | 3.4% | 6.7 | 55 | -10%
Cc1cc(Cl)ccc1OCCCC(=O)NCCN1C(=O)S/C(=C\c2cccnc2)C1=O | -0.3% | -1.0% | -41% | i | 47 | 4% | 1% | 0.3% | 1.1 | 53 | 7%
Cc1cc(C)c(S(=O)(=O)N2CCCC(C(=O)NCc3ccccn3)C2)c(C)c1 (centres undefined) | -0.2% | -0.9% | -18% | i | 41 | -1% | 0% | 4.8% | -0.7 | 49 | -11%

Remaining list, next part:
SMILES | GPR55 activation | West Nile antiviral | KOR beta-arrestin-1 | T cell HTS | T cell HTS vesicle-bound % | GPR35 antagonists | Salmonella PhoP GFP | KOR beta-arrestin-2 | NTR1 ag | NTR1 ag cell count 20 µM | GPR55 antagonists
CC(C)Oc1ccc(CC(=O)NNC(=S)Nc2ccc(Br)cc2)cc1 | 0.1% | -0.9% | 35% | i | 35 | -6% | 4% | -1.8% | -0.2 | 72 | 2%
COc1ccc(NC(=S)NC(NC(=O)c2cccc(Cl)c2)C(Cl)(Cl)Cl)c([N+](=O)[O-])c1 (centres undefined) | 0.1% | -1.5% | -179% | i | 16 | -15% | -1% | -4.2% | 14 | 41 | 10%
CCOC1=C/C(=C/c2c(N)n3nc(CC(=O)N4CCCCC4)sc3nc2=O)C=CC1=O | -0.1% | 0.9% | -54% | i | 26 | -14% | -13% | -3.9% | -1.0 | 66 | -1%
COc1ccccc1CN(C)C(=O)c1ccc2c(c1)NC(=O)CS2 | 0.3% | / | -20% | / | / | -11% | -11% | -3.6% | -1.8 | 56 | 16%
COc1cc(C2C(C#N)=C(N)Oc3cc(C)n(CCN4CCOCC4)c(=O)c32)cc(OC)c1OC (centres undefined) | -0.3% | 0.1% | 8% | i | 55 | -11% | 1% | 0.9% | -0.1 | 43 | -5%
O=C(NCc1cccs1)C1CCC(CNS(=O)(=O)c2cccs2)CC1 (centres undefined) | -0.1% | 0.1% | -5% | i | 54 | -11% | 1% | -7.3% | -0.1 | 39 | 18%
Oc1ccc(NC(=S)Nc2ccc(O)cc2)cc1 | -0.1% | -0.1% | -7% | i | 3 | -10% | / | 1.4% | -0.4 | 41 | 2%
CCOC(=O)c1[nH]c(C)c(C(=O)OCC(=O)N2CCc3ccccc32)c1C | -0.1% | 0.1% | -39% | i | 17 | 4% | -3% | -0.6% | 4.6 | 71 | 16%
COC(=O)CC1=C(C(=O)OC)C(c2cccs2)C(C#N)=C(N)O1 (centres undefined) | -0.6% | 0.3% | -37% | i | 28 | 11% | 11% | -3.1% | 0.1 | 70 | 11%
c1coc(-c2nn3c(-c4ccco4)nnc3s2)c1 | -0.2% | / | -44% | i | 16 | -2% | -11% | -8.6% | 1.2 | 83 | -8%
CS(=O)(=O)N(CC(=O)N1CCOCC1)c1cc(Cl)ccc1Cl | 0.5% | 0.1% | -45%[20 µM] | i | 56 | -4% | 1% | -1.9% | 0.2 | 52 | -3%
Cn1cc(S(=O)(=O)N2CCCC2)cc1C(=O)N1CCN(c2cccc(Cl)c2)CC1 | -0.1% | -0.7% | 2%[20 µM] | i | 38 | 9% | / | -1.1% | 0.4 | 59 | 13%
CCOc1cc(/C=N/n2cnnc2)ccc1O | -0.2% | 0.2% | -15% | i | 39 | -5% | 7% | -1.7% | -0.3 | 52 | -10%
N/C(=N\OC(=O)c1cccs1)c1cccc(Br)c1 | -0.1% | -0.5% | -17%[20 µM] | i | 45 | 1% | -3% | -3.0% | 2.6 | 76 | -1%
COc1ccc(N(CC(=O)Nc2ccc(OC)cc2OC)S(=O)(=O)c2ccccc2)cc1 | 0.2% | -0.8% | -17% | i | 33 | -14% | -2% | 1.0% | 0.9 | 51 | -7%
Fc1ccc(CNn2cnnc2SCc2ccc(F)cc2)cc1 | -0.1% | 1.4% | 27% | i | 26 | 0% | -2% | -3.9% | -1.6 | 82 | 5%
COc1cc(NC(=O)c2sc3ncn(CC(=O)N4CCC(C)CC4)c(=O)c3c2C)cc(OC)c1OC | 0.2% | 1.4% | -9% | i | 7 | 8% | 3% | -4.0% | 0.3 | 60 | -7%
O=C(OCC(=O)N1CCN(c2ccccc2)CC1)c1cnc(Cl)c(Cl)c1 | 1.7% | -0.4% | -2% | i | 52 | -18% | -8% | -0.9% | 7.3 | 54 | -10%
Cc1nn(C)c(C)c1C1C(C#N)=C(N)OC2=C1C(=O)CCC2 (centres undefined) | -0.2% | 0.5% | -7% | i | 48 | 2% | 0% | 4.5% | -0.1 | 72 | 2%
O=C(N/N=C/CCc1ccccc1)C1CCCCC1 | -0.3% | 0.3% | -32% | i | 30 | 12% | -8% | 1.0% | -0.1 | 71 | 4%
O=C(c1ccccc1)N(NC(=O)C(O)(c1ccccc1)c1ccccc1)c1cccc(F)c1 | -0.1% | 0.3% | 33% | i | 32 | -3% | 4% | -2.4% | -0.4 | 46 | -6%
O=S(=O)(c1cccc2nsnc12)N1CCc2ccccc2C1 | -0.3% | -0.6% | -13% | i | 50 | 8% | 12% | 4.1% | 3.4 | 61 | 1%
Cc1ccc(-c2[nH]nc3c2C(c2ccccc2OC(=O)N2CCOCC2)C(C#N)=C(N)O3)cc1 (centres undefined) | 0.1% | / | 26% | i | 17 | 0% | 10% | -0.7% | -0.3 | 69 | 6%
CCOC(=O)c1c(NC(=O)CSC(=S)N(C)C)sc(C)c1C | 0.2% | -0.7% | -26% | i | 47 | -2% | -3% | -0.2% | 1.4 | 109 | -2%

By substructure, the entries above with a CF3 group.
SMILES | GPR55 activation | West Nile antiviral | KOR beta-arrestin-1 | T cell HTS | T cell HTS vesicle-bound % | GPR35 antagonists | Salmonella PhoP GFP | KOR beta-arrestin-2 | NTR1 ag | NTR1 ag cell count 20 µM | GPR55 antagonists
O=C(NCc1nc(-c2ccc(C(F)(F)F)cc2)no1)Nc1ccc(OC(F)(F)F)cc1 | 0.0% | -0.1% | -9% | i | 29 | 16% | -3% | 6.5% | 32 | 54 | 8%
CCOC(=O)c1nn2c(C(F)(F)F)cc(-c3ccc(OC)cc3)nc2c1Br | -0.2% | -0.4% | -61%[20 µM] | i | 58 | 6% | -6% | 3.4% | 6.7 | 55 | -10%

Screening data deposited in PubChem by several laboratories.
